Assay outcomes (PubChem BioAssay)
Giardia FBPA inh: inhibitors of Giardia lamblia fructose-1,6-bisphosphate aldolase. Potency, µM (doses to about 59.6 µM), without a hit: at the highest dose activity, negative = inhibition, most hits filed as inhibitors. 0.71% of 290,000 active. purified Giardia FBPA; also: potency is read from the fitted curve at half-maximal effect; nearly all actives have a fitted effect of over 55% in size
Target sequence (A8B2U2 whole entry, looked up): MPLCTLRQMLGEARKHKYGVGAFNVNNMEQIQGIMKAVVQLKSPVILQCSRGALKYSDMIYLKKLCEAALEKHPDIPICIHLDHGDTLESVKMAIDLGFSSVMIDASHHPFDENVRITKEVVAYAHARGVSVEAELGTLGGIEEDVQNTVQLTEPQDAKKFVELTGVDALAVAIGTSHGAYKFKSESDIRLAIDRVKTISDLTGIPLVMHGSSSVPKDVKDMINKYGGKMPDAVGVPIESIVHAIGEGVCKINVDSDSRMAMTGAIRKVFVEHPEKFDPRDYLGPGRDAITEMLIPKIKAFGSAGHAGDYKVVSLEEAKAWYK
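40 nM FBPA preincubated 10 min at RT with compound (up to 57.5 uM final), then substrate plus GAPDH/TPI/NAD/arsenate coupling and diaphorase/resazurin added. Fluorescence read after 20 min at RT, 525/598 nm.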
AmpC inh detg: AmpC beta-lactamase inhibition with detergent present; AmpC hydrolysis of nitrocefin, absorbance 480 nm, 0.01% Triton; 0.041% of 370,000 active; AID 485294; P00811; Potency, µM (top dose mostly 114 µM), without a hit: at the top dose activity change, negative = inhibition, usual class: inhibitors;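 also: potency is read from the fitted curve at half-maximal effect; 0% = no-compound wells and -100% = no-enzyme wells; nearly all actives have a fitted effect of over 25% in size; some results filed as inactive show a strong effect at the top dose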
Target sequence (P00811 whole entry, looked up): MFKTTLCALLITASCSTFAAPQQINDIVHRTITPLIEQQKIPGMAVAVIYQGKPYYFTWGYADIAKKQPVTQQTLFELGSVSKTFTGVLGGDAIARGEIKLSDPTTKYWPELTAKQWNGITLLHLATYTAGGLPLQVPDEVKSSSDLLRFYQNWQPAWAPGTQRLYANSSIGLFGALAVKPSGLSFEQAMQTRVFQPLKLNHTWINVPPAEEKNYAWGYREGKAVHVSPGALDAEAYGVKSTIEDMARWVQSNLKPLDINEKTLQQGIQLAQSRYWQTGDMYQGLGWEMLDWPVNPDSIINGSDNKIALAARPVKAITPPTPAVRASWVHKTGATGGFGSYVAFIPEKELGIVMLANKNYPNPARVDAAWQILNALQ
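AmpC (5.3 nM in the dispensed reagent) in 20 mM phosphate pH 7.0 with 0.01% (detergent screen) or 0.0001% Triton X-100 was preincubated with compounds for 15 min at room temperature. Nitrocefin was then added from an 800 uM solution, and hydrolysis was followed at 480 nm.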
HCMV inh: blocks human cytomegalovirus replication | activity change, negative = inhibition, % at 57.5 µM | AID 1259415 | 4.5% of 410,000 active | HFF cells, HCMV-luciferase reporter, 72 h; hits give low values; in the data active = activity change below about -60%; inconclusive = no clear call, values can overlap the other calls; inactive = above about -39%
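HFF cells seeded 16 h at 37C, treated with compounds, infected with luciferase-reporter HCMV at MOI 1 PFU/cell; luciferase read at 72 h post infection, normalized to buffer-only and Salinomycin controls.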
AMA1-RON2 inh: disrupts binding of P. falciparum AMA1 to RON2; AlphaScreen AMA1-biotinylated RON2 peptide binding; Potency, µM (series often up to 58.2 µM), for inactives: at the highest dose activity change, negative = inhibition, hits mostly inhibitors; 0.2% of 360,000 active;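 also: potency is read from the fitted curve at half-maximal effect; 0% = vehicle wells and -100% = peptide control; nearly all actives have a fitted effect of over 45% in size; some results filed as inactive show a strong effect at the top dose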
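AMA1 (3D7) with his tag at 25 nM final met compounds first, then biotinylated RON2 peptide at 25 nM; detection used donor plus acceptor beads, 10 µg/mL apiece, read by AlphaScreen after 30 min at room temperature.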
Sm TGR inh: blocks Schistosoma mansoni thioredoxin glutathione reductase. purified TGR, DTNB reduction, TNB absorbance 405 nm. Potency, µM (doses to about 114 µM), for inactives: at the top dose activity change, negative = inhibition, most hits filed as inhibitors. 3% of 360,000 active. AID 485364; also: potency is read from the fitted curve at half-maximal effect; nearly all actives have a fitted effect of over 60% in size
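TGR 20 nM + NADPH 100 uM (dispensed conc.), cpd preinc 15 min RT; start with NADPH (500 uM addition) then DTNB (15 mM addition). Kinetic TNB absorbance, 405 nm filter. Four-parameter Hill fit across titration.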
HCV inh: blocks hepatitis C virus; Huh7.5.1 HCVcc-Cre infection, luciferase reporter, 44 h; Potency, µM (series often up to 41.8 µM), without a hit: top-dose activity change, negative = inhibition, most hits filed as inhibitors; 3.4% of 340,000 active; AID 651820; also: potency is read from the fitted curve at half-maximal effect
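Antiviral activity was scored by luciferase reporter output from cells infected with HCVcc-Cre (~0.5 moi) in presence of compound, 44 h infection period, cells seeded 1,000/well 4 h prior.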
Active calls of the source: *; [ ] = dose if it differs, or a comment. Unless noted, calls follow the shape of the dose curve; as a rule, active = well fitted curve in the direction sought with a large enough effect; inconclusive = small, poorly fitted or top-dose-only effect, or another doubt; inactive = no such curve, though single readings can be large; an effect the other way counts as inactive or inconclusive. Unless noted, % is scaled to controls: 0 for no effect and ±100 for the full control effect.

How did COc1ccc(CNC(=O)c2cc3c(C)nc4ccccc4c3o2)c(OC)c1 do in these assays?
Giardia FBPA inh: 2%; AmpC inh detg: -9%; AMA1-RON2 inh: -10%; Sm TGR inh: 1%; HCV inh: 3.2µM*

Results for COc1ccc(COc2ccccc2C(N)=O)cc1F ?
Giardia FBPA inh: 3%; AmpC inh detg: -20%; HCMV inh: 10; AMA1-RON2 inh: -16%; Sm TGR inh: 0%; HCV inh: -1%

What do the screens show for `O=C(NNC(=O)c1cccs1)c1ccc(Br)cc1`?
Giardia FBPA inh: 5%; AmpC inh detg: -5%; HCMV inh: 27; AMA1-RON2 inh: 0%; Sm TGR inh: -8%; HCV inh: -2%

What do the screens show for `CCOC(=O)c1c(C)c(C(=O)Nc2ccc3c(c2)OCO3)c(C)n1C`?
Giardia FBPA inh: -12%; AmpC inh detg: 2%; HCMV inh: 3; AMA1-RON2 inh: 3%; Sm TGR inh: 13%

What do the screens show for `O=C(NCc1ccc2c(c1)CCN2C(=O)c1ccncc1)c1ccc(Cl)cc1`?
AmpC inh detg: 6%; HCMV inh: -8; Sm TGR inh: -2%

Results for COC(C[C@H](O)[C@@H](C)[C@@H](O)COCc1ccccc1)OC ?
Giardia FBPA inh: 10%; AmpC inh detg: 2%; HCMV inh: 2; AMA1-RON2 inh: 24%; Sm TGR inh: 4%; HCV inh: 3%

What do the screens show for `CCOc1ccccc1CNc1nc2nc(C)c(CC(=O)OC)c(=O)n2[nH]1`?
AmpC inh detg: -4%; HCMV inh: 12; Sm TGR inh: 0%

How did Cc1ccc(-n2nc(C)c(C3C(C#N)=C(N)OC4=C3C(=O)CCC4)c2Cl)cc1 (configuration not stated) do in these assays?
Giardia FBPA inh: 5%; AmpC inh detg: -11%; Sm TGR inh: -4%

What do the screens show for `CCOc1c2ccc(C(=O)NCc3cc(C(F)(F)F)cc(C(F)(F)F)c3)cc2nn1CCOC`?
Giardia FBPA inh: -2%; AmpC inh detg: -11%; HCMV inh: -36; AMA1-RON2 inh: -1%; Sm TGR inh: -2%; HCV inh: inconclusive

What do the screens show for `CCCCCCNC(=O)CNC(=S)N(Cc1cccs1)C1CCCCC1`?
Giardia FBPA inh: 5%; AmpC inh detg: -11%; HCMV inh: -14; AMA1-RON2 inh: 4%; Sm TGR inh: 0%; HCV inh: 10µM*

What do the screens show for `CC1=C(c2ccccc2)[N+](=O)C2(CCCCC2)N1[O-]`?
Giardia FBPA inh: 3%; AmpC inh detg: 2%; HCMV inh: 37; AMA1-RON2 inh: 1%; Sm TGR inh: -5%; HCV inh: 20%

Results for Cc1ccc(N2C(=O)N(CC(=O)Nc3cc(F)ccc3C)C(=O)C2C)cc1 (configuration not stated) ?
AmpC inh detg: -12%; HCMV inh: 13; AMA1-RON2 inh: 28%; Sm TGR inh: -16%; HCV inh: 2%

What do the screens show for `CCOC(=O)c1[nH]c(C)c(/C(O)=C2\C(=O)C(=O)N(CCCN(C)C)C2c2cccnc2)c1C` (configuration not stated)?
Giardia FBPA inh: 5%; AmpC inh detg: -12%; HCMV inh: -6; AMA1-RON2 inh: -4%; Sm TGR inh: inconclusive; HCV inh: 20%

What do the screens show for `CCOC(=O)C1CCCN(C(=O)CCC(=O)Nc2ccc3nc(N4CCOCC4)cc(C)c3c2)C1` (configuration not stated)?
Giardia FBPA inh: -7%; AmpC inh detg: -4%; HCMV inh: 99; AMA1-RON2 inh: 6%; Sm TGR inh: 2%; HCV inh: 4%

How did O=C1COc2ccc(C(=O)COC(=O)CNC(=O)c3ccccc3)cc2N1 do in these assays?
Giardia FBPA inh: -2%; AmpC inh detg: -4%; HCMV inh: -32; AMA1-RON2 inh: -1%; Sm TGR inh: 52%[activator]; HCV inh: 8%

What do the screens show for `Cc1oc2ccc(O)c(CN3CCN(Cc4ccccc4)CC3)c2c1C(=O)Nc1cccc(Cl)c1C`?
AmpC inh detg: 18%; HCMV inh: -19; Sm TGR inh: 10%

How did Cc1ccc(NC(=O)Cn2c(=O)n(Cc3ccc4c(c3)OCO4)c(=O)c3oc4ccccc4c32)cc1C do in these assays?
AmpC inh detg: 1%; HCMV inh: 14; Sm TGR inh: -6%

Results for CN1CCN(CC(=O)Nc2ccc(Cl)cc2C(=O)c2ccccc2)CC1 ?
Giardia FBPA inh: 6%; AmpC inh detg: -12%; HCMV inh: 10; AMA1-RON2 inh: 1%; Sm TGR inh: 1%; HCV inh: inconclusive

Results for CCOC(=O)c1ccc(COC(=O)CNC(=O)CNC(=O)Cc2ccccc2)cc1 ?
AmpC inh detg: 1%; HCMV inh: 12; AMA1-RON2 inh: 1%; Sm TGR inh: -34%; HCV inh: 3%

Results for COc1cccc(NC(=O)CSc2nnc(NC(=O)C3CCC3)s2)c1 ?
Giardia FBPA inh: 19%; AmpC inh detg: 1%; HCMV inh: -26; AMA1-RON2 inh: -15%; Sm TGR inh: 2%; HCV inh: -10%

Results for COc1ccc(S(=O)(=O)N(C)C)cc1NC(=O)CN1CCN(C(=O)C2CC2)CC1 ?
AmpC inh detg: 3%; HCMV inh: -8; AMA1-RON2 inh: 0%; Sm TGR inh: -18%; HCV inh: 10µM*

What do the screens show for `Cc1c(NS(=O)(=O)c2cccc(C(=O)NCc3ccc(Cl)cc3)c2)c(=O)n(-c2ccccc2)n1C`?
Giardia FBPA inh: 10%; AmpC inh detg: 2%; HCMV inh: 37; AMA1-RON2 inh: -9%; Sm TGR inh: 2%; HCV inh: -5%

What do the screens show for `COc1ccc(NS(=O)(=O)c2ccc3nc(COc4ccc(C#N)cc4)[nH]c3c2)cc1`?
Giardia FBPA inh: 13%; AmpC inh detg: inconclusive; HCMV inh: -13; AMA1-RON2 inh: 10%; Sm TGR inh: -16%; HCV inh: 13µM*

What do the screens show for `C[C@]12c3[nH]c4ccccc4c3CCN1C(=O)C(CC(=O)NCCN1CCOCC1)C[C@@H]2C(=O)N1CCCCC1` (some centres not stated)?
HCMV inh: 3; AMA1-RON2 inh: -7%; HCV inh: -1%

How did COc1ccc(NS(=O)(=O)c2cccc(C(=O)NCC(c3ccc(OC)cc3)N3CCCCC3)c2)cc1 (configuration not stated) do in these assays?
HCMV inh: -27; AMA1-RON2 inh: 24%; HCV inh: inconclusive

Results for CCCn1c2ccccc2c2cnn(CC(=O)NCCCN3C(C)CCCC3C)c(=O)c21 (configuration not stated) ?
AmpC inh detg: 8%; HCMV inh: -38; AMA1-RON2 inh: 4%; Sm TGR inh: 2%; HCV inh: inconclusive

Results for C=CCNS(=O)(=O)c1ccc(OCC(=O)OCC)cc1 ?
Giardia FBPA inh: -1%; AmpC inh detg: inconclusive; HCMV inh: -9; AMA1-RON2 inh: 0%; Sm TGR inh: 2%; HCV inh: 17%

How did CSc1nsc(SC)c1C(=O)N1CCN(S(=O)(=O)c2ccc(C)cc2)C1C(C)C (configuration not stated) do in these assays?
Giardia FBPA inh: 0%; AmpC inh detg: -3%; HCMV inh: -22; AMA1-RON2 inh: 2%; Sm TGR inh: -2%; HCV inh: -3%

Results for Cc1ccc(S(=O)(=O)Nc2cccc(C(=O)NCCCN3CCCC3=O)c2)cc1F ?
AmpC inh detg: 0%; HCMV inh: 3; AMA1-RON2 inh: 62%[activator]; Sm TGR inh: -7%; HCV inh: -21%

Results for CCOC(=O)c1cc(-c2ccccc2)nc2c1c(C)nn2-c1ccccn1 ?
Giardia FBPA inh: 13%; AmpC inh detg: -12%; HCMV inh: -8; AMA1-RON2 inh: -15%; Sm TGR inh: -1%; HCV inh: 10µM*

Three structures from above, ordered by molecular weight, descending.
What do the screens show for `Cc1c(NS(=O)(=O)c2cccc(C(=O)NCc3ccc(Cl)cc3)c2)c(=O)n(-c2ccccc2)n1C`?
Giardia FBPA inh: 10%; AmpC inh detg: 2%; HCMV inh: 37; AMA1-RON2 inh: -9%; Sm TGR inh: 2%; HCV inh: -5%

Results for Cc1ccc(S(=O)(=O)Nc2cccc(C(=O)NCCCN3CCCC3=O)c2)cc1F ?
AmpC inh detg: 0%; HCMV inh: 3; AMA1-RON2 inh: 62%[activator]; Sm TGR inh: -7%; HCV inh: -21%

Results for C=CCNS(=O)(=O)c1ccc(OCC(=O)OCC)cc1 ?
Giardia FBPA inh: -1%; AmpC inh detg: inconclusive; HCMV inh: -9; AMA1-RON2 inh: 0%; Sm TGR inh: 2%; HCV inh: 17%

Next compounds follow.
How did O=C(CSCC(=O)NC1CC1)Nc1ccccc1 do in these assays?
Giardia FBPA inh: 2%; AmpC inh detg: 1%; HCMV inh: 50; AMA1-RON2 inh: 2%; Sm TGR inh: -5%; HCV inh: -10%

Results for COc1cccc(NC(=O)CCc2c(C)nc3ncnn3c2C)c1 ?
AmpC inh detg: 15%; HCMV inh: -1; Sm TGR inh: 6%

What do the screens show for `Cc1ccc2[nH]c(=O)c(CN(C)C(=O)c3cccs3)cc2c1`?
Giardia FBPA inh: 7%; AmpC inh detg: -5%; HCMV inh: -3; AMA1-RON2 inh: 8%; Sm TGR inh: -6%; HCV inh: -2%

How did C=C1CCN([C@H](C(=O)O)C(C)C)S(=O)(=O)c2ccccc21 do in these assays?
HCMV inh: 6; AMA1-RON2 inh: -4%; HCV inh: 10%

Results for Cc1ccc(NCc2nc(SCC(=O)Nc3ccccc3)n[nH]2)cc1 ?
Giardia FBPA inh: 12%; AmpC inh detg: -4%; HCMV inh: 23; AMA1-RON2 inh: 17%; Sm TGR inh: -2%; HCV inh: -3%

How did O=C(c1ccc(Cl)cc1)C1CCN(C(=O)NC2CCCCC2)CC1 do in these assays?
Giardia FBPA inh: 6%; AmpC inh detg: -2%; HCMV inh: -33; AMA1-RON2 inh: 2%; Sm TGR inh: -3%; HCV inh: inconclusive

How did N#CC(C#N)=NNc1ccc(S(=O)(=O)N2CCCCC2)cc1 do in these assays?
Giardia FBPA inh: 15%; AmpC inh detg: -6%; HCMV inh: -14; AMA1-RON2 inh: -18%; Sm TGR inh: inconclusive; HCV inh: inconclusive

How did CCCCN1CC(c2nc3ccccc3n2CCCCOc2ccccc2C)CC1=O (configuration not stated) do in these assays?
AmpC inh detg: 18%; HCMV inh: -68*; Sm TGR inh: 0%

What do the screens show for `COc1ccc(CC(=O)N2CCN(C)CC2)cc1`?
Giardia FBPA inh: 1%; AmpC inh detg: 2%; HCMV inh: 1; AMA1-RON2 inh: 34%[activator]; Sm TGR inh: -2%

Results for Cn1c(=O)c2c(-c3ccc(C(C)(C)C)cc3)n(N3CCOCC3)cc2n(C)c1=O ?
Giardia FBPA inh: 5%; AmpC inh detg: 35µM*; HCMV inh: -23; AMA1-RON2 inh: 2%; Sm TGR inh: -5%; HCV inh: 9%

Gathered by group: the compounds so far containing a furan ring, fused or not (three)
How did COc1ccc(CNC(=O)c2cc3c(C)nc4ccccc4c3o2)c(OC)c1 do in these assays?
Giardia FBPA inh: 2%; AmpC inh detg: -9%; AMA1-RON2 inh: -10%; Sm TGR inh: 1%; HCV inh: 3.2µM*

What do the screens show for `Cc1oc2ccc(O)c(CN3CCN(Cc4ccccc4)CC3)c2c1C(=O)Nc1cccc(Cl)c1C`?
AmpC inh detg: 18%; HCMV inh: -19; Sm TGR inh: 10%

How did Cc1ccc(NC(=O)Cn2c(=O)n(Cc3ccc4c(c3)OCO4)c(=O)c3oc4ccccc4c32)cc1C do in these assays?
AmpC inh detg: 1%; HCMV inh: 14; Sm TGR inh: -6%
